EWS-Fli block – EWS/Fli transcriptional activity inhibition. AID 651661. A673 NR0B1-luciferase reporter, viability-normalised. 350,000 compounds, 0.67% hits. inhibition, % at 12.6 µM;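 active = mean inhibition of at least 50% after viability correction, with every replicate also passing that limit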;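 also: firefly luciferase signal divided by Alamar Blue viability fluorescence both relative to DMSO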
CASP6 VEID inh – inhibitors of human caspase-6. inhibition, % at 12.5 µM. P55212. 350,000 compounds, 0.53% hits. purified caspase-6, Z-VEID-R110 cleavage fluorescence;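 active = mean inhibition across replicates at least about 35%, with every replicate also reaching that limit, limit read from the data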;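 also: 0% = median of neutral control wells and 100% = no fluorescence left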
Target sequence (P55212 24-179 limits assumed): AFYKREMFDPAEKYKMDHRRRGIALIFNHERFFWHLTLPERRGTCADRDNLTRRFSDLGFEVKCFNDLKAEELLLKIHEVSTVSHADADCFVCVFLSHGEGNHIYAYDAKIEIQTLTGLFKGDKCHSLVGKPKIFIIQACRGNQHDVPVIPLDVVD
Target sequence (P55212 194-293 limits assumed): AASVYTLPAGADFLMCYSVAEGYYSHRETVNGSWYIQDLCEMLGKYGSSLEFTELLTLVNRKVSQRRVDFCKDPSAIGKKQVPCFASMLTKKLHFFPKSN
Cneo AK release – causes C. neoformans cell lysis; adenylate kinase release luminescence, 4 h; normalised: neutral wells 0, clomiphene wells 100; lysis activity, % at 15 µM; 360,000 compounds, 0.2% hits; AID 651654;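 active = mean lysis activity across replicates of at least 80%, whatever share of replicates individually reach that level; inactive = mean lysis activity below 80%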
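read-out = cell lysis signal | test system = log-phase Cryptococcus neoformans yeast cells | input = cells at 5 × 10^6 per mL | medium = fresh YPD growth medium | signal = luminescent adenylate kinase detection reagent | timing = 4 h at 37 °C static, read 1 h later | dosing = single dose | controls = Clomiphene as positive lysis control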
PGC1a acetyl inh – modulators of PGC1a acetylation. U2OS PGC1a acetylation, AlphaScreen anti-acetyl-lysine; with virally co-expressed GCN5 acetyltransferase. inhibition, % at 15.6 µM. 350,000 compounds, 0.17% hits;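 active = every replicate shows inhibition of at least 40%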;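 also: 0% = neutral control wells and 100% = positive control wells; some results beyond the cut were filed as inactive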
LGR2 antag – inhibitors of bursicon-induced Drosophila LGR2 receptor cAMP signaling; HEK293 LGR2, CRE-luciferase, bursicon-stimulated, 4 h; inhibition, % at 9.99 µM; 380,000 compounds, 0.35% hits; AID 720647;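 active = drop in luminescence signal, shown as inhibition above about 50% in the replicate tests, limit read from the data, passing the limit was not always enough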;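 also: agonist challenge used bursicon conditioned medium at about half maximal strength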
miR-122 sensor – blocks miR-122 activity in Huh7 sensor cells | Huh7 miR-122 Renilla luciferase sensor, 48 h; neutral wells = 0, positive control = 100 | activation (reporter increase), % at 12.5 µM | 340,000 compounds, 0.3% hits | AID 602342;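 active = mean replicate activation score at least 90 and every replicate individually at or above 90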;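 also: higher luciferase means less miR-122 activity so hits act as miR-122 inhibitors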
PAX8 reporter – lowers PAX8-driven luciferase in RMG-I cells. RMG-I TPO-luciferase reporter, SteadyGlo, 24 h. inhibition, % at 12.6 µM. 360,000 compounds, 1.2% hits. AID 652154;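 active = mean replicate inhibition at least 60% with every replicate also reaching 60%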;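 also: luciferase light reporting Pax8 driven TPO promoter activity; plate controls were median of neutral control wells for no effect and mitoxantrone controls for full effect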
FN deposition inh – fibronectin deposition inhibition | AH1F fibroblasts, Alexa488-fibronectin deposition fluorescence, overnight | inhibition, % at 12.6 µM | 350,000 compounds, 0.086% hits | AID 743247;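 active = mean inhibition across replicates of 30% or more, regardless of how many single replicates reach that level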;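 also: positive control wells lacked labelled fibronectin entirely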
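Material: AH1F fibroblast monolayer depositing Alexa488-labelled fibronectin into matrix / Amount: 10000 AH1F cells per well / Signal: fluorescence 485/525 nm / Medium: DMEM, 2% serum / Compound: single dose, pinned / Incubation: 1 h cell adhesion before compound, then overnight fibronectin incubation / Reagent: Alexa488-FN, 24 nM final / Read-out: inhibition of fibronectin deposition signal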
* hit, by the source's call; . = not tested or not shown; [ ] = another dose, or the depositor's remark.

nr	Compound	EWS-Fli block	CASP6 VEID inh	Cneo AK release	PGC1a acetyl inh	LGR2 antag	miR-122 sensor	PAX8 reporter	FN deposition inh
1	C[C@@H]1CN([C@H](C)CO)C(=O)Cc2cc(NC(=O)CCC(F)(F)F)ccc2O[C@@H]1CN(C)Cc1ccc2c(c1)OCO2	-4	.	.	-2	-7	16[16.7 µM]	16	.
2	C[C@H]1CN([C@@H](C)CO)C(=O)CCCn2cc(nn2)CO[C@H]1CN(C)S(=O)(=O)c1ccc(Oc2ccccc2)cc1	14	0	6	-9	8	-3[16.7 µM]	.	-6
3	COc1ccc([C@@H]2CC(=O)c3c(O)cc(O)cc3O2)cc1O	-5	4	-1	-11	-68	-1	-109	-16
4	Cc1cc(C(=O)COC(=O)COc2ccc(C#N)cc2)c(C)n1C1CC1	-7	3	-1	8	-9	-7	-14	0
5	CC1Cc2ccccc2N1C(=O)CSc1ccccc1 (configuration not stated)	.	.	-2	13	-25	.	.	-4
6	O=c1nc2n(c3ccc([N+](=O)[O-])cc13)CCCCC2	4	0	0	.	.	.	-2	-5
7	CCOC(=O)N1CCN(C(=O)c2ccc3c(c2)ncn3C2CCCC2)CC1	.	-1	-1	-4	3	8	.	.
8	COCCCNCCOCCSc1ccc(Cl)cc1	16	0	8	.	-4	10	10	-7
9	CCOC(=O)N1CCN(Cc2nc3cc(NC(C)=O)ccc3n2C)CC1	2	-1	0	2	10	.	0	3
10	Cc1ccc([C@@H]2[C@@H]3C(=O)N(C)C(=O)[C@@H]3[C@]3(Cc4ccccc4)C(=O)N(CCO)CC(=O)N23)o1	-10	-2	-1	1	.	-2	-10	-6
11	Cc1ccsc1/C=N/NC(=O)c1nnn(-c2nonc2N)c1C	-37	1	3	1	-22	-5	-44	-3
12	CCc1nnc(NC(=O)CN2CCC(O)(c3ccccc3OC)CC2)s1	.	-6	2	8	1	.	.	-6
13	O=C(CSc1cccc2cccc(Cl)c12)NC1=NCCS1	10	0	.	-5	12	.	10	-16
14	Cc1noc(C)c1NC(=O)Nc1ccc2c(c1)C(=O)N([C@@H](C)CO)C[C@@H](C)[C@H](CN(C)C)OCCCC[C@H](C)O2	-1	0	49	8	12	4[16.7 µM]	-7	.
15	Nc1ncnc(N)c1NC(=O)c1ccccc1	-6	-5	.	.	10	.	-4	4
16	O=C(O)c1ccccc1C(=O)Nc1ccc(Oc2cccc(C(F)(F)F)c2)nc1	9	16	2	5	6	-5	6	5
17	COc1ccc(CCNC(=O)CN2C(=O)c3cccc4cccc(c34)C2=O)cc1OC	-4	-1	.	.	-8	.	13	-2
18	O=S(=O)(Cc1ccc(Cl)cc1)N1CCCC1	-11	-1	0	3	-7	3	.	.
19	CC(=O)NC[C@H]1[C@@H](c2ccccc2)[C@@H](CO)N1C(=O)Cc1ccncc1	-4	.	-2	-6	0	-14[16.7 µM]	-13	2
20	CC(C)Cn1c(SCC(=O)Nc2cc(Cl)c(Cl)cc2Cl)nc(O)cc1=O	2	8	1	.	6	0	-10	-2
21	O=C(COc1ccc(Cl)cc1)OCC(=O)N1CCCc2ccccc21	1	2	0	.	-7	-7	2	0
22	Cc1ccc(OCC(O)CNC(=O)c2ccccc2C(=O)O)cc1 (configuration not stated)	.	.	-6	-5	.	-6	.	-1
23	C[C@H](CO)N1C[C@H](C)[C@H](CN(C)S(=O)(=O)c2ccccc2C#N)OCc2ccccc2-c2ccccc2C1=O	13	0	-3	-3	0	.	-18	-6
24	COc1ccccc1C(=O)Nc1ccc2c(c1)C(=O)N(C)[C@H]1CC[C@@H](CC(=O)NCc3ccc(Cl)c(Cl)c3)O[C@H]1CO2	15	-1	3	-2	13	77[16.7 µM]	53	-3
25	COc1ccccc1C1=CC(=O)C[C@H](c2ccc3c(c2)OCO3)C1	47	2	6	-11	3	16	32	-11
26	CC(C)OC(=O)c1ccc(NC(=S)NC(=O)c2cncc(Br)c2)cc1	26	0	1	-19	4	-4	-31	-8
27	COc1cc(C(=O)NNC(=O)c2ccco2)cc(OC)c1OC	-4	-1	3	-3	-1	-4	-5	1
28	CCOC(=O)c1ccc[n+](CC(=O)c2ccc(OC)cc2)c1	8	-3	0	-2	-9	3	-25	1
29	COCC(=O)Nc1ccc2c(c1)C(=O)N(C)[C@@H]1CC[C@H](CC(=O)NCCCN(C)C)O[C@@H]1CO2	-11	0	-2	-1	-11	-20[16.7 µM]	-74	5
30	CCOC(=O)CCN(C(=O)Nc1ccccc1)C1CCCCC1	-9	0	0	-7	-28	-11	-21	-1

Next section
nr	Compound	EWS-Fli block	CASP6 VEID inh	Cneo AK release	PGC1a acetyl inh	LGR2 antag	miR-122 sensor	PAX8 reporter	FN deposition inh
31	CCC(=O)Nc1ccc(N2CCN(Cc3ccccc3F)CC2)cc1	.	.	0	-1	.	8	.	2
32	CCCN(C)C[C@@H]1OCCCC[C@@H](C)Oc2ccc(NS(C)(=O)=O)cc2C(=O)N([C@@H](C)CO)C[C@@H]1C	1	0	4	1	-14	-3[16.7 µM]	-3	.
33	Cc1cc(OCc2cc(C(=O)N(C)CCc3cnn(C)c3)no2)cc(C)c1Cl	-78	4	3	-4	-61	-2	-128	-3
34	C[C@@H]1CCCCO[C@@H](CN(C)Cc2ccc(C(=O)O)cc2)[C@@H](C)CN([C@@H](C)CO)C(=O)c2cc(NC(=O)c3ccccc3)ccc2O1	-6	1	-3	1	-1	17[16.7 µM]	-20	2
35	Cc1ccccc1NC(=O)c1cccc(N2C(=O)C3C4CC(C(Br)C4Br)C3C2=O)c1 (configuration not stated)	0	1	12	.	9	.	.	0
36	CC(C)NC(=O)Nc1ccc2c(c1)CC(=O)N([C@H](C)CO)C[C@@H](C)[C@H](CN(C)C(=O)NC1CCCCC1)O2	.	5	-3	-1	5	-7[16.7 µM]	-7	.
37	OCC1(CCc2ccccc2)CCCN(CCCC(F)(F)F)C1 (configuration not stated)	10	0	-1	.	-7	.	7	-4
38	Cc1ccc(OCC(=O)N2CCN(c3nnc(-c4ccc(C)cc4)c4ccccc34)CC2)cc1	.	.	7	-23	.	-20	.	14
39	CCOC(=O)CN1C(=O)/C(=C/c2ccccc2Br)Oc2ccccc21	8	2	-2	4	-12	.	-20	7
40	CSc1ccccc1NC(=O)CN(c1ccccc1Br)S(C)(=O)=O	8	4	0	19	7	1	20	-1
41	COc1ccc(NC(=O)CC2SC(=O)NC2=O)cc1 (configuration not stated)	.	.	.	0	6	.	-11	-3
42	CCCNC(=O)Nc1ccc2c(c1)OC[C@@H](C)N(C(=O)CC)C[C@@H](C)[C@H](OC)CN(C)C2=O	1	1	.	-1	-28	.	.	.
43	O=C(/C=C/c1ccco1)NCC1COc2ccccc2O1 (configuration not stated)	-1	7	-3	-8	-2	-5	5	14
44	CN1c2ccc(-c3cccc(F)c3)cc2[C@@H]2[C@@H](CCN2C(=O)Cc2ccccc2)[C@@H]1CO	2	-4	-5	3	9	-13[16.7 µM]	75*	1
45	C=CCN(c1ccc(Br)cc1C(=O)OC)S(C)(=O)=O	-2	2	-4	-5	4	1	8	-13
46	O=C(COc1ccc(Cl)cc1)NCc1nnc(SCC(=O)Nc2ccccc2F)o1	4	1	.	.	7	.	-2	13
47	O=C(CC1CC1)Nc1ccc2c(c1)[C@H]1C[C@@H](CC(=O)N3CCc4ccccc4C3)O[C@H](CO)[C@H]1O2	-2	4	70	3	34	-4[16.7 µM]	.	-2
48	Cc1ccc(/C=C2/SC(=S)N(C3CCCCC3)C2=O)o1	-8	-1	2	4	1	11	-28	-27
49	O=c1c(Cc2ccc(F)cc2)c(O)ccn1Cc1ccc(Cl)cc1Cl	.	.	2	0	-3	6	.	.
50	CC(=O)NC(Cc1c[nH]c2ccccc12)C(=O)NCc1ccco1 (configuration not stated)	-5	-2	-3	-5	-4	-2	-9	-5
51	Cc1c(N=NC2=C(O)CC(C)(C)CC2=O)cc2c(c1[N+](=O)[O-])C(C)(C)CC2(C)C	-16	-2	7	-5	26	6	13	-5
52	O=C(c1cccc([N+](=O)[O-])c1)N1CCN(c2ccc(Cl)cc2)CC1	4	6	1	11	.	-5	17	-1
53	COc1ccccc1-n1cc(C(=O)NCC(=O)N2CCN(c3ccccc3)CC2)c2ccccc2c1=O	.	.	-3	-12	.	-5	.	-1
54	CCOC(=O)C1CCCN(C(=O)c2ccc(C)cc2O)C1 (configuration not stated)	.	.	1	5	.	2	1	-6
55	Cn1cccc1C1C=C(c2ccc(C(C)(C)C)cc2)Nc2ncnn21 (configuration not stated)	-16	-2	-1	9	-2	-1	-14	-1
56	C[C@@H]1CCCCO[C@H](CN(C)Cc2ccc3c(c2)OCO3)[C@@H](C)CN([C@@H](C)CO)C(=O)c2cc(NC(=O)c3ccccc3)ccc2O1	10	1	4	10	3	-8[16.7 µM]	-11	.
57	O=C(CNc1ccc2ccccc2c1)N/N=C/c1cc2ccccc2nc1Cl	.	.	-2	.	-35	35	1	-7
58	CCOc1ccc(NC(=O)CCN2CCN(S(=O)(=O)c3ccc(Cl)cc3)CC2)cc1	9	6	8	-15	-9	-1	.	.
59	COc1ccc(C(C)(NC(C)=O)c2nc(-c3cncnc3)cs2)cc1 (configuration not stated)	1	1	-2	13	1	-4	-20	7
60	O=C(O)c1ccc2c(c1)C(=O)N(c1ccc(/C=C/C(=O)c3ccccc3)cc1)C2=O	-35	33	.	.	-7	.	-68	-4

2 records picked at random from those above:
nr	Compound	EWS-Fli block	CASP6 VEID inh	Cneo AK release	PGC1a acetyl inh	LGR2 antag	miR-122 sensor	PAX8 reporter	FN deposition inh
16	O=C(O)c1ccccc1C(=O)Nc1ccc(Oc2cccc(C(F)(F)F)c2)nc1	9	16	2	5	6	-5	6	5
38	Cc1ccc(OCC(=O)N2CCN(c3nnc(-c4ccc(C)cc4)c4ccccc34)CC2)cc1	.	.	7	-23	.	-20	.	14

New compounds follow.
nr	Compound	EWS-Fli block	CASP6 VEID inh	Cneo AK release	PGC1a acetyl inh	LGR2 antag	miR-122 sensor	PAX8 reporter	FN deposition inh
61	CN1[C@@H]2c3ccc(-c4cccc(F)c4)c(=O)n3C[C@H]1[C@H](CO)[C@H]2C(=O)Nc1nccs1	2	-2	-1	.	-23	.	-9	.
62	COc1ccc(-c2nnc3ccc(SCC(=O)Nc4cc(C)on4)nn23)cc1OC	1	-3	-1	8	2	-2	-2	-5
63	CCc1ccc(NC(=O)CCn2c(=O)c3cccn3c3ccccc32)cc1	-4	-1	-1	-12	-5	-1	35	-8
64	NC(=O)N/N=C/c1cn(-c2ccccc2)nc1-c1cccs1	-71	3	.	8	-39	.	-121	-27
65	CCN(CC)S(=O)(=O)c1cc(NC(=O)COC(=O)c2sc3ccccc3c2Cl)ccc1C	6	0	1	1	4	4	49	9
66	CCN1CCN(CCCNC(=O)c2ccc(NC(=O)C3=CSCCO3)cc2)CC1	-16	-51	1	.	-9	.	2	-9
67	COc1ccc(N2CCN(C(CNC(=O)C(=O)NC3CCCC3)c3ccco3)CC2)cc1 (configuration not stated)	1	-4	-1	.	0	.	-11	1
68	Cn1nnnc1SCC(=O)Nc1ccc2c(c1)OCO2	-23	4	2	.	.	6	-67	-4
69	Cc1nc2sc(C(c3ccccc3)N3CCN(c4ccccc4F)CC3)c(O)n2n1 (configuration not stated)	.	.	-1	-2	.	-6	.	1

Two of the compounds above, with values under each structure.
Values in the order – EWS-Fli block | CASP6 VEID inh | Cneo AK release | PGC1a acetyl inh | LGR2 antag | miR-122 sensor | PAX8 reporter | FN deposition inh
68	Cn1nnnc1SCC(=O)Nc1ccc2c(c1)OCO2
    -23 | 4 | 2 | . | . | 6 | -67 | -4
69	Cc1nc2sc(C(c3ccccc3)N3CCN(c4ccccc4F)CC3)c(O)n2n1 (configuration not stated)
    . | . | -1 | -2 | . | -6 | . | 1

Screens (PubChem BioAssay)
